# GLP1R cytotox – cytotoxicity in counter-screen for GLP-1R inverse agonists; AID 624418; Potency, µM (doses to about 38.3 µM), inactives show top-dose activity change, negative = inhibition, most hits filed as inhibitors; actives 0.13% (n = 410,000); HEK293 cAMP-luciferase reporter cells, luminescence, 24 h;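 also: loss of luciferase light is scored as toxicity; potency is read from the fitted curve at half-maximal effect; % is scaled to controls: 0 for no effect and ±100 for the full control effect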
#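 Quantitative HTS format, 1536 wells, 200 cells/uL seeded. Compounds: 23 nL, 24 h, 37 °C. Detection: luciferase reagent, luminescence at 12 min RT; decreased signal taken as cytotoxic.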
# PTHR1 agonist – agonists of human PTHR1 parathyroid hormone receptor. Q03431. HEK293 GP2 PTHR1 cells, GloSensor cAMP luminescence, 1 h. Potency, µM (titrated, usually from 115 µM), inactives show top-dose activation, most hits filed as activators. actives 0.075% (n = 410,000). AID 743266; also: potency is read from the fitted curve at half-maximal effect; nearly all actives have a fitted effect of over 55% in size; some results filed as inactive show a strong effect at the top dose; inactives centre near -15; many of its hits are not listed in these tables
# Target sequence (Q03431 whole entry, looked up): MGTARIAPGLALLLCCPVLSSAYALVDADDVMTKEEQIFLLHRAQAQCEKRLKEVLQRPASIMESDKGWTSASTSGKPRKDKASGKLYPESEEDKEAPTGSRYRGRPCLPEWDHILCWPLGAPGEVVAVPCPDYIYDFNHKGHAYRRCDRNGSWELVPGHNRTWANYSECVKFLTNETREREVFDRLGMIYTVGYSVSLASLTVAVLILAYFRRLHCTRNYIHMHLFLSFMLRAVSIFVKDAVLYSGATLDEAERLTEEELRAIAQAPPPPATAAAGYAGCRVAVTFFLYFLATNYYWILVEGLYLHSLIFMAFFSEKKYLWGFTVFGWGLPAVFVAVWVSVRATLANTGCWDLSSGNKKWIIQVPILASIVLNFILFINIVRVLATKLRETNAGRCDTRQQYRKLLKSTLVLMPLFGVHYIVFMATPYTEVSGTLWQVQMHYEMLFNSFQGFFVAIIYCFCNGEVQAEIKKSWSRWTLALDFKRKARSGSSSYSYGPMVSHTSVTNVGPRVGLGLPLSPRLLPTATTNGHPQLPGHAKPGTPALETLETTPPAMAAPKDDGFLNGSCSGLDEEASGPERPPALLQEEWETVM
#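 HEK-293-derived GP2 cells expressing PTHR1 and a GloSensor cAMP reporter, 3,000/well, plated overnight, given luciferin plus IBMX (each 0.5 mM as added) for 1 h at 37 °C, then compound for 1 h at 37 °C. Luminescence was read after 15 min at room temperature.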
# Abeta yeast res – restores growth of yeast expressing A-beta42 peptide; yeast expressing A-beta42, growth rescue, OD600, 48 h; response scale: 0% DMSO, 100% iron-clioquinol control; Potency, µM (titrated, usually from 46.1 µM), without a hit: at the highest dose growth rescue, hits mostly activators; AID 1347071; actives 0.063% (n = 410,000); also: potency is read from the fitted curve at half-maximal effect; nearly all actives have a fitted effect of over 55% in size
#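 Yeast growth medium received pinned compounds, then yeast cells expressing toxic A-beta were added; plates incubated at 30 C for 48 hr. Growth read as absorbance at 600 nm, normalized to DMSO and equimolar FeCl3 plus clioquinol controls.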
# FUS suppressor – rescues growth of FUS-expressing yeast; S. cerevisiae FUS-expressing, growth rescue, OD600, 24 h; actives 0.24% (n = 390,000); Potency, µM (top dose mostly 76.6 µM), for inactives: top-dose growth rescue (activation), usual class: activators; AID 1347120;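 also: potency is read from the fitted curve at half-maximal effect; plate controls were DMSO vehicle for no effect and reference control for full effect; nearly all actives have a fitted effect of over 55% in size; some results filed as inactive show a strong effect at the top dose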
#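 Compound concentration series was pinned onto galactose-induced FUS-expressing yeast seeded at OD 0.005. Plates sat 24hr at 30C; absorbance at 600 nm gave growth. DMSO served as background control.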
# Mm-Cpn inhibitor – inhibitors of Methanococcus maripaludis chaperonin (MmCpn); purified Mm-Cpn ATPase, ADP Transcreener TR-FRET; Potency, µM (doses to about 76.9 µM), without a hit: at the top dose activity, negative = inhibition, actives largely listed as inhibitors; actives 0.031% (n = 330,000); also: potency is read from the fitted curve at half-maximal effect; % is scaled to controls: 0 for no effect and ±100 for the full control effect; nearly all actives have a fitted effect of over 80% in size
#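 Measured: ADP formation by purified Mm-CPN. Conditions: 25 nM protein, 10 uM ATP, Tris pH 7.4 with Mg2+, K+ and DTT, 37°C for 30 min. Detection: Transcreener HTRF after 30 min at room temperature.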
# aSyn rescue – rescues yeast growth from alpha-synuclein toxicity; Yeast expressing alpha-synuclein, growth rescue, BacTiter-Glo, 24 h; Potency, µM (highest dose often 46.1 µM), without a hit: top-dose growth rescue (activation), usual class: activators; actives 0.14% (n = 370,000); also: potency is read from the fitted curve at half-maximal effect; % of control where 0% means no effect; nearly all actives have a fitted effect of over 65% in size
#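 Screening used galactose-induced yeast with toxic alpha-synuclein levels, exposed to compound for 24 hr at 30 deg C. Cell growth, read with BacTiter-Glo luminescence, gave the measured signal.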
# GLP1R inv ag – GLP-1 receptor (human) inverse agonism; P43220; HEK293 GLP-1R CRE-luciferase, luminescence, 24 h; GLP-1R form is constitutively active; Potency, µM (top dose mostly 38.3 µM), for inactives: top-dose activity change, negative = inhibition, most hits filed as inhibitors; actives 1.6% (n = 410,000); AID 624417; also: potency is read from the fitted curve at half-maximal effect; % is scaled to controls: 0 for no effect and ±100 for the full control effect; nearly all actives have a fitted effect of over 55% in size
# Target sequence (P43220 whole entry, looked up): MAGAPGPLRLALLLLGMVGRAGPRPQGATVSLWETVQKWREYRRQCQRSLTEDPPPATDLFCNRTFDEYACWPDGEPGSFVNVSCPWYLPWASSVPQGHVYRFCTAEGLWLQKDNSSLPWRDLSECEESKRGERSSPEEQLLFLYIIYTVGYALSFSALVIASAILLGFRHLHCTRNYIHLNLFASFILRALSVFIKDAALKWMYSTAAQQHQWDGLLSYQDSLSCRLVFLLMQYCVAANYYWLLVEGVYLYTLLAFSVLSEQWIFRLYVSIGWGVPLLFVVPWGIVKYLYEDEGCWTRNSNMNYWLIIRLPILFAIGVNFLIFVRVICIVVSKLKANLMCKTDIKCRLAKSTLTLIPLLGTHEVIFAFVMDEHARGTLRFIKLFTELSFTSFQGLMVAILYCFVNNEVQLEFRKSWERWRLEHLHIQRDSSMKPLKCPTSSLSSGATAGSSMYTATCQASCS
#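 Inverse agonists were sought by their lowering of basal cAMP reporter luciferase output in HEK293 cells stably carrying constitutively active human GLP-1R, after 24 h compound treatment.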
# TDP43 rescue – inhibitors of TDP-43 toxicity in yeast; actives 1.8% (n = 410,000); TDP-43 expressing yeast growth rescue, BacTiter-Glo, 24 h; Potency, µM (highest dose often 46.1 µM), for inactives: at the highest dose growth rescue (activation), actives largely listed as activators; AID 652104; also: potency is read from the fitted curve at half-maximal effect; % of control where 0% means no effect; nearly all actives have a fitted effect of over 50% in size
#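 In this qHTS, compounds that restore growth of yeast expressing TDP-43 appear as activators. Cells (OD600=0.02, galactose medium, raffinose-pregrown) are incubated with compound 24 hr at 30 deg C and growth is quantified by BacTiter-Glo.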
# Akt phos inh – blocks phosphorylation of Akt | activity change, % for hits at 50 µM | AID 651550 | Neuro2A IGF-stimulated pAkt S473 HTRF, 20 min; hits give low values | actives 0.32% (n = 360,000); in the data active = activity change below about -80%; inconclusive = mostly about -51% to -80%; also: % is scaled to controls: 0 for no effect and ±100 for the full control effect
#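 Single-point screen (50 µM final compound) in Neuro2A cells stimulated 20 min with 6 nM IGF at 37 deg C. After lysis, Ser473-phosphorylated Akt read by HTRF (ex 330 nm, em 615/665 nm) as the 665/615 ratio.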
# Starred values were filed as active, the others as inactive; i = inactive; ? = inconclusive; . = not tested or not shown; [ ] = remark or other dose. Unless noted, calls follow the shape of the dose curve; as a rule, active = well fitted curve in the direction sought with a large enough effect; inconclusive = small, poorly fitted or top-dose-only effect, or another doubt; inactive = no such curve, though single readings can be large; an effect the other way counts as inactive or inconclusive.
# Keys – A = GLP1R cytotox; B = PTHR1 agonist; C = Abeta yeast res; D = FUS suppressor; E = Mm-Cpn inhibitor; F = aSyn rescue; G = GLP1R inv ag; H = TDP43 rescue; I = Akt phos inh
(1) COc1cccc(NC(=O)c2cccs2)c1
  A: 0%; B: i; C: -26%; D: 35%; E: -2%; F: -4%; G: 8%; H: -40%[inhibitor]; I: i

(2) O=C(NCC1CCCO1)c1onc(CSc2ccccc2F)c1C(=O)O (configuration not stated)
  A: 2%; B: -2%; C: 10%; D: -17%; E: 0%; F: -1%; G: 2%; H: 10%; I: i

(3) Cc1cc(C(F)(F)F)nn1CC(=O)NNC(=S)Nc1ccc(Cl)cc1
  A: 5%; B: i; C: 23%; D: 15%; E: 3%; F: -9%; G: 12%; H: 1%; I: i

(4) COc1cccc(-c2nnc(-c3cc4cc(Cl)ccc4oc3=O)o2)c1
  A: 6%; B: -21%; C: 0%; D: 13%; E: .; F: .; G: 10%; H: 8%; I: .

(5) COc1ccc(CCNC(=S)NC(=O)c2cccc([N+](=O)[O-])c2)cc1OC
  A: 0%; B: -18%; C: 4%; D: .; E: -1%; F: -1%; G: -15%; H: 13µM*; I: i

(6) C/C(=N\NC(=O)C(O)c1ccccc1)c1ccc(Br)s1 (configuration not stated)
  A: 10%; B: -9%; C: -4%; D: -17%; E: 1%; F: -5%; G: -19%; H: -9%; I: i

(7) O=C1N(c2ccccc2)C(c2ccccc2)C12CCCCC2 (configuration not stated)
  A: 0%; B: i; C: -19%; D: 4%; E: 1%; F: -22%; G: ?; H: 17%; I: i

(8) CCOC(=O)c1ccccc1NC(=O)CN1C(=O)c2ccccc2S1(=O)=O
  A: 10%; B: i; C: 0%; D: -9%; E: 0%; F: 0%; G: 5%; H: -16%; I: i

(9) Cc1cccc(NC(=O)c2ccc3snnc3c2)c1C
  A: -12%; B: -4%; C: 5%; D: -15%; E: .; F: 1%; G: -19%; H: 14%; I: .

(10) CC1=NN(C(N)=S)C(=O)C1N=Nc1c(Cl)cc([N+](=O)[O-])cc1Cl (configuration not stated)
  A: ?; B: -46%[inhibitor]; C: -9%; D: 6%; E: 1%; F: -30%; G: -28%; H: ?; I: i

(11) CCOC(=O)C1(Cc2cccc(OC)c2)CCN(Cc2cccn2-c2ccccn2)CC1
  A: ?; B: -1%; C: -4%; D: 16%; E: -1%; F: -3%; G: ?; H: -21%; I: i

(12) COc1ccc(-c2ccnc(-c3ccc(OCCCF)cc3)n2)cc1
  A: 1%; B: i; C: -1%; D: .; E: -2%; F: -3%; G: 0%; H: 2%; I: i

(13) CCOc1ccc(NC(=O)c2ccccc2OCC(=O)c2ccccc2)cc1
  A: -14%; B: -11%; C: -10%; D: 27%; E: 3%; F: -10%; G: 0%; H: 5%; I: i

(14) O=C(Cn1nc2ccccc2n1)N/N=C/c1cc([N+](=O)[O-])ccc1O
  A: -6%; B: i; C: -40%[inhibitor]; D: -4%; E: 2%; F: -10%; G: -13%; H: -8%; I: i

(15) CCn1c(Cc2ccccc2)nnc1SCc1cccc(C(=O)O)c1
  A: -14%; B: i; C: 23%; D: .; E: 1%; F: 3%; G: -8%; H: -11%; I: i

(16) Cc1cc(C(=S)N2CCOCC2)c(C)n1-c1ccc(F)cc1
  A: 1%; B: i; C: 26%; D: 6%; E: -1%; F: 0%; G: 11%; H: 22%; I: i

(17) Cc1cc(C)cc(OCC(=O)OCC(=O)Nc2cc(S(=O)(=O)N3CCOCC3)ccc2Cl)c1
  A: -2%; B: 16%; C: -10%; D: .; E: 1%; F: 2%; G: -3%; H: -8%; I: i

(18) CCCn1c(=O)c(C(=O)NCc2ccncc2)c(O)c2ccccc21
  A: 0%; B: -8%[57.5 µM]; C: -3%; D: -18%; E: 1%; F: 10%; G: -5%; H: -24%; I: .

(19) CCCCc1nnc(NC(=O)CN2C(=O)C3CCCCC3C2=O)s1 (configuration not stated)
  A: 8%; B: -4%; C: 8%; D: 13%; E: 0%; F: 3%; G: 8%; H: 3%; I: i

(20) CN(C)C(CNC(=O)c1cc(S(=O)(=O)N(C)c2ccc(F)cc2)ccc1Cl)c1cccs1 (configuration not stated)
  A: 1%; B: -31%[inhibitor]; C: 5%; D: .; E: .; F: -5%; G: ?; H: 15%; I: i

(21) COC(=O)c1c(NC(=O)CN2CCC3(O)CCCCC3C2c2ccc(OC)cc2OC)sc(C)c1C (configuration not stated)
  A: -10%; B: i; C: 0%; D: .; E: -27%; F: 1%; G: ?; H: -7%; I: i

(22) Cc1nn(-c2nc(-c3ccco3)cc(C(F)(F)F)n2)c(C)c1Br
  A: -12%; B: i; C: 6%; D: 2%; E: -2%; F: 3%; G: -17%; H: 7%; I: i

(23) CS(=O)(=O)c1ccc2sc(NC(=O)c3cc4ccccc4o3)nc2c1
  A: -10%; B: -28%; C: -9%; D: 10%; E: -5%; F: -1%; G: 11%; H: -22%; I: i

(24) Cc1ccc(S(=O)(=O)Nc2ccccc2)cc1C(=O)N1CCCC1
  A: 12%; B: i; C: 9%; D: .; E: -7%; F: -5%; G: 10%; H: 20%; I: i

(25) Cc1ccc(CSCC(=O)Nc2ccc(N3CCOCC3)cc2N2CCOCC2)cc1
  A: 1%; B: i; C: 9%; D: .; E: 1%; F: 13%; G: -13%; H: ?; I: i

(26) Cc1ccc(S(=O)(=O)N(C)C)cc1NC(=O)C(C)OC(=O)c1cc[n+]([O-])cc1 (configuration not stated)
  A: -12%; B: i; C: 5%; D: 3%; E: -2%; F: -5%; G: 23%; H: 14%; I: i

(27) Cc1cc(N2C(=O)CC(Cc3ccc(Cl)cc3)C2=O)no1 (configuration not stated)
  A: 6%; B: i; C: 15%; D: -3%; E: -1%; F: 9%; G: -2%; H: 9%; I: i

(28) COC(=O)[C@H](C)NC(=O)Nc1cccc(C(F)(F)F)c1
  A: -2%; B: -16%[57.5 µM]; C: -10%; D: 7%; E: 0%; F: -1%; G: 2%; H: -11%; I: i

(29) O=C(NCCc1c[nH]c2ccccc12)c1ccc(-n2cnnn2)cc1
  A: 7%; B: i; C: 7%; D: -1%; E: -3%; F: -8%; G: -14%; H: -8%; I: i

(30) COc1ccc(CCNC(=O)CCn2c(=O)c3ccccc3n(Cc3cc(C)ccc3C)c2=O)cc1OC
  A: -13%; B: -51%; C: 11%; D: 15%; E: .; F: .; G: -19%; H: 6%; I: .

(31) COc1ncc(C2=CC(=O)CC(C)(C)C2)cn1
  A: 3%; B: -14%; C: -12%; D: -23%; E: 1%; F: -4%; G: 4%; H: -14%; I: i

(32) COCCCNC(=O)COC(=O)c1ccc(-c2nc3ccccc3s2)s1
  A: 1%; B: -34%[inhibitor]; C: -2%; D: -4%; E: 1%; F: 1%; G: -2%; H: 29%; I: i

(33) CCCCOC(=O)c1c(C)oc2c1cc(NS(=O)(=O)c1cc(OC)ccc1OC)c1ccccc12
  A: 2%; B: -8%; C: -1%; D: 16%; E: .; F: .; G: 7%; H: 11%; I: .

(34) Cc1ccc(OCC(=O)OC(C)CN2CCCCC2)cc1 (configuration not stated)
  A: -2%; B: -6%; C: -16%; D: -36%; E: 0%; F: 5%; G: 8%; H: -23%; I: i

(35) Cn1ncc([N+](=O)[O-])c1C(=O)n1nnc2ccccc21
  A: 0%; B: -35%[inhibitor]; C: 5%; D: -31%; E: -1%; F: -1%; G: 3%; H: 14%; I: i

(36) COC(=O)C(C)Oc1ccc2c3c(c(=O)oc2c1)CCCCC3 (configuration not stated)
  A: 3%; B: 0%[57.5 µM]; C: -20%; D: 22%; E: -4%; F: 15%; G: 0%; H: -15%; I: i

(37) Cc1ccc(-c2nnn(CC(=O)N(Cc3ccccc3F)C(C(=O)NC3CCCC3)c3ccncc3)n2)o1 (configuration not stated)
  A: -29%; B: -3%[57.5 µM]; C: 13%; D: 21%; E: 0%; F: 3%; G: 2%; H: 14%; I: i

(38) Cc1nc(Cl)sc1C(=O)Nc1cccc2ccccc12
  A: -5%; B: i; C: -2%; D: .; E: 2%; F: 1%; G: 13%; H: ?; I: i

(39) C=CCn1c(SCC(N)=O)nnc1-c1cc(Br)ccc1O
  A: -7%; B: -1%[57.5 µM]; C: 10%; D: 14%; E: 0%; F: -6%; G: 0%; H: 3%; I: i

(40) O=C(O)[C@@H]1[C@@H]2C[C@@H]2CN1c1ncccc1[N+](=O)[O-]
  A: -5%; B: i; C: -6%; D: 7%; E: -1%; F: 3%; G: 5%; H: 1%; I: i

(41) CCOC(=O)CCCn1nc(C)n2c(cc3sccc32)c1=O
  A: -4%; B: -5%[57.5 µM]; C: -22%; D: -4%; E: 0%; F: 15%; G: 35%[activator]; H: -11%; I: i

(42) COc1ccc(CC(=O)OCC(=O)Nc2ccc3c(c2)OCO3)cc1OC
  A: -4%; B: i; C: -10%; D: 25%; E: -1%; F: 5%; G: 10%; H: 14%; I: i

(43) CCOC(=O)c1cnc2c(c(C)nn2CC)c1NCCN1CCOCC1
  A: -5%; B: i; C: -1%; D: 22%; E: -5%; F: 3%; G: 208%[activator]; H: .; I: i

(44) CSc1ccc(CCNC(=O)CCc2c(C)nc3cc(-c4ccccc4)nn3c2C)cc1
  A: -2%; B: -3%; C: -3%; D: -35%; E: .; F: .; G: 5%; H: 14%; I: .

# Screens from PubChem.

# The list is partial, so the mix of outcomes need not match the whole.
